All columns: NCI-60 one-dose screen, growth in % after 48 h at 10 µM unless noted; 100 = growth as untreated, 0 = no growth, -100 = all killed.
OVCAR-4: OVCAR-4 ovarian cancer cells | 80,000 tested, 3.7% active | AID 1794784
OVCAR-8: OVCAR-8 ovarian cancer; 81,000 tested, 4.4% active; AID 1794782
IGROV1: IGROV1 ovarian cancer; 79,000 tested, 4.7% active
NCI/ADR-RES: NCI/ADR-RES ovarian cells; 81,000 tested, 4.4% active; AID 1794790
OVCAR-5: OVCAR-5 ovarian cancer; 82,000 tested, 2.9% active
OVCAR-3: OVCAR-3 ovarian cancer; 79,000 tested, 7% active
DU-145: DU-145 prostate cancer; 81,000 tested, 4.2% active; AID 1794760
SK-OV-3: SK-OV-3 ovarian cancer cells; AID 1794785; 80,000 tested, 3.2% active
Active calls of the source: *; / = not tested or not shown; [ ] = remark or other dose. How the source made its calls: active means growth percent below 10; inactive means the rest.

[1] CC(=O)Oc1cccc2c(OC(C)=O)cccc12
[2] CCN(CC)Cc1c(O)ccc2c(=O)c(-c3ccc(OC)c(OC)c3)coc12
[3] O=C(CCCCC(=O)Nc1ccc2c(c1)/C(=C/c1ccc[nH]1)C(=O)N2)NO
[4] Cc1nc2ccc(Br)cn2c1-c1nnc(SCc2ccccc2[N+](=O)[O-])o1
[5] CCCCN1CCN(c2ccc3nc(-c4ccc5nc(-c6cc(OC)c(OC)c(OC)c6)[nH]c5c4)[nH]c3c2)CC1
[6] CN(C)CCN(Cc1ccc(Cl)cc1)c1ccccn1
[7] COc1ccc2[nH]c(=O)c(CSc3ccc(Nc4nccc(-c5ccc(Cl)cc5)n4)cc3)cc2c1
[8] COc1cc(-c2nc(N3CCN(c4ccccc4)CC3)c3ccccc3n2)cc(OC)c1OC
assay / compound | 1 | 2 | 3 | 4 | 5 | 6 | 7 | 8
SK-OV-3 | 121 | 114 | 74 | / | / | 99 | 119 | 103
DU-145 | / | 112 | 91 | 99 | 92 | 121 | 111 | 102
OVCAR-8 | 93 | 140 | 69 | 104 | 56 | 104 | 70 | 109
OVCAR-4 | 98 | 103 | 57 | 97 | 84 | 96 | 95 | 95
OVCAR-3 | / | 110 | 37 | 117 | 67 | 111 | 116 | 93
NCI/ADR-RES | 95 | 108 | 94 | 95 | 102 | 95 | 74 | 97
IGROV1 | 125 | 114 | 96 | 98 | 94 | 96 | 105 | 101
OVCAR-5 | 110 | 109 | 100 | 101 | 117 | / | 97 | 98

Quoted at random: two compounds from above
[1] CC(=O)Oc1cccc2c(OC(C)=O)cccc12
[4] Cc1nc2ccc(Br)cn2c1-c1nnc(SCc2ccccc2[N+](=O)[O-])o1
assay / compound | 1 | 4
SK-OV-3 | 121 | /
DU-145 | / | 99
OVCAR-8 | 93 | 104
OVCAR-4 | 98 | 97
OVCAR-3 | / | 117
NCI/ADR-RES | 95 | 95
IGROV1 | 125 | 98
OVCAR-5 | 110 | 101

Part of the list above, with bars between the fields:
no. | Structure | SK-OV-3 | DU-145 | OVCAR-8 | OVCAR-4 | OVCAR-3 | NCI/ADR-RES | IGROV1 | OVCAR-5
1 | CC(=O)Oc1cccc2c(OC(C)=O)cccc12 | 121 | / | 93 | 98 | / | 95 | 125 | 110
3 | O=C(CCCCC(=O)Nc1ccc2c(c1)/C(=C/c1ccc[nH]1)C(=O)N2)NO | 74 | 91 | 69 | 57 | 37 | 94 | 96 | 100
5 | CCCCN1CCN(c2ccc3nc(-c4ccc5nc(-c6cc(OC)c(OC)c(OC)c6)[nH]c5c4)[nH]c3c2)CC1 | / | 92 | 56 | 84 | 67 | 102 | 94 | 117
4 | Cc1nc2ccc(Br)cn2c1-c1nnc(SCc2ccccc2[N+](=O)[O-])o1 | / | 99 | 104 | 97 | 117 | 95 | 98 | 101
8 | COc1cc(-c2nc(N3CCN(c4ccccc4)CC3)c3ccccc3n2)cc(OC)c1OC | 103 | 102 | 109 | 95 | 93 | 97 | 101 | 98

Remaining list, next part
[9] CC1=CC(=O)Nc2ncccc2O1
[10] O=C1c2ccccc2C(=O)N1CN1CCN(c2cc(=O)n(-c3ccccc3)c3ccccc23)CC1
[11] CC(=O)Nc1ccc(/C=N/Nc2nnc(N/N=C/c3ccc(NC(C)=O)cc3)c3ccccc23)cc1
[12] COc1ccc(N2N=C(c3ccc4c(c3)OCCO4)CC2c2cccc(NC(=O)CCCNS(=O)(=O)c3ccc(OC)cc3)c2)cc1 (stereo not drawn)
[13] CC(O)c1nc2c(c(=O)n(C)c(=O)n2C)n1C (stereo not drawn)
[14] OCCCOc1ccccc1
[15] O=c1[nH]nc(CSc2nnc3sc4ccccc4n23)o1
[16] OCc1c[nH]c2ccccc12
assay / compound | 9 | 10 | 11 | 12 | 13 | 14 | 15 | 16
SK-OV-3 | 103 | 114 | 109 | 86 | 102 | 106 | 107 | 73
DU-145 | 113 | 109 | 113 | 111 | 122 | 105 | 117 | 105
OVCAR-8 | 106 | 102 | 101 | 95 | 105 | 100 | 108 | 89
OVCAR-4 | 93 | 107 | 119 | 92 | 104 | 106 | 100 | 90
OVCAR-3 | 111 | 107 | 126 | 113 | 108 | 110 | 113 | 92
NCI/ADR-RES | 108 | 103 | 114 | 100 | 113 | 99 | 112 | 91
IGROV1 | 109 | 100 | 104 | 105 | / | 103 | 112 | 78
OVCAR-5 | 110 | 108 | 124 | 93 | 104 | 116 | 98 | 84

[17] CC(=O)N1C=Cc2ccccc2C1C#N (stereo not drawn)
[18] N#CC1=C(N)Oc2cc3ccccc3cc2C1c1ccccc1Cl (stereo not drawn)
[19] O=C(NNC(=O)c1cccc2ccccc12)c1cccc(Cl)c1
[20] CSc1nc(-c2cccc(Br)c2)c(C#N)c(=O)[nH]1
[21] COc1ccc(C(=O)c2ccc(C)cc2)c(O)c1
[22] CSc1nn(-c2nc(-c3ccco3)c(C#N)c(=O)[nH]2)c(N)c1C#N
[23] O=C(CN1CCN(c2cc3c(cc2F)c(=O)c(C(=O)O)cn3C2CC2)CC1)Nc1ccc(C(=O)/C=C/c2ccccc2)cc1
[24] Nc1ccc(Br)cc1[N+](=O)[O-]
assay / compound | 17 | 18 | 19 | 20 | 21 | 22 | 23 | 24
SK-OV-3 | 103 | 104 | 103 | 103 | 100 | 90 | 94 | 105
DU-145 | 107 | 109 | 105 | 113 | / | 108 | 43 | 118
OVCAR-8 | 107 | 95 | 107 | 103 | / | 112 | 6.3* | 104
OVCAR-4 | 110 | 105 | 104 | 107 | 81 | 101 | 86 | 94
OVCAR-3 | 112 | 99 | 112 | 121 | 87 | 117 | 55 | 125
NCI/ADR-RES | 103 | 99 | 102 | 105 | 96 | 103 | 93 | 97
IGROV1 | 112 | 66 | 111 | 111 | 79 | 104 | 43 | 112
OVCAR-5 | 108 | 100 | 110 | 90 | 96 | 104 | 83 | 91

[25] Cc1cccc(I)c1
[26] COc1ccc(/C=C/C(=O)c2ccc(NC(=O)CSc3nc4[nH]c(=O)n(C)c(=O)c4[nH]3)cc2)cc1OC
[27] Cn1ccnc1C(=O)/C=C/c1ccc(CC(=O)Nc2ccc(S(F)(F)(F)(F)F)cc2)cc1
[28] CCC(=O)C(CC)c1ccccc1 (stereo not drawn)
[29] CCn1cc(C(=O)NN2C(=O)CCC2=O)c(=O)c2ccc(C)nc21
[30] Cc1ccc(-n2c3c(c(-c4ccccc4)c2-c2ccccc2)C2=NCCN2C(SCC(=O)c2ccccc2)=N3)cc1
[31] O=C(/C=C/c1cccc(C(F)(F)F)c1)Nc1ncc(Cc2ccc(Cl)cc2)s1
[32] N#Cc1ccc(OC(=O)Nc2c(Cl)cccc2Cl)cc1
assay / compound | 25 | 26 | 27 | 28 | 29 | 30 | 31 | 32
SK-OV-3 | 109 | / | 18 | 101 | 100 | 93 | 105 | 106
DU-145 | 105 | 98 | 8.8* | 109 | 108 | 101 | 104 | 117
OVCAR-8 | 102 | 95 | -14* | 96 | 105 | 67 | 103 | 112
OVCAR-4 | 112 | 85 | 18 | / | 104 | 73 | 99 | 102
OVCAR-3 | 102 | 77 | 6.7* | 109 | 95 | 90 | 102 | 105
NCI/ADR-RES | 104 | 98 | 7.6* | 97 | 106 | 100 | 105 | 106
IGROV1 | 105 | 89 | -18* | 104 | 109 | 76 | 94 | 105
OVCAR-5 | 112 | 91 | -38* | 100 | 105 | 95 | 106 | 102

[33] Cc1nn(-c2ccccc2)c2nc3c(c(-c4ccc(Cl)cc4)c12)CNC1(N3)C(=O)N(Cc2ccccc2)c2ccccc21 (stereo not drawn)
[34] Nc1n[nH]c2ccc([C@@H]3Nc4ccc5[nH]ncc5c4[C@H]4[C@H]5CCC(C5)[C@H]43)cc12
[35] C=C(C)[C@@H]1CCC=C2CC[C@]3(C)[C@H](CC[C@@H]4[C@@]5(C)CCC(=O)NC(C)(C)[C@@H]5CC[C@]43C)[C@H]21
[36] COc1ccc(Nc2nccc(N3CCN(c4c5ccc(Cl)cc5nc5ccc(OC)cc45)CC3)n2)cc1
[37] Cc1ccc(NC(=O)c2ccccc2)cc1
[38] Nc1n[nH]c2cccc(C#Cc3cccc(NC(=O)c4cc(F)cc(F)c4)c3)c12
[39] c1nc(SC2CCCC2)c2[nH]cnc2n1
[40] O=C(O)COc1ccccc1[N+](=O)[O-]
assay / compound | 33 | 34 | 35 | 36 | 37 | 38 | 39 | 40
SK-OV-3 | 99 | 51 | 88 | 107 | 105 | 96 | / | 108
DU-145 | 98 | 7.7* | 97 | 87 | 117 | 71 | 122 | 109
OVCAR-8 | 103 | 24 | 118 | 73 | 100 | 40 | 83 | 113
OVCAR-4 | 90 | 48 | 99 | 47 | 101 | 67 | 101 | 98
OVCAR-3 | 92 | -10* | 100 | 67 | 126 | / | 119 | 105
NCI/ADR-RES | 95 | 5.4* | 98 | 76 | 110 | 52 | 108 | 104
IGROV1 | 95 | 24 | 108 | 76 | 102 | 61 | / | 91
OVCAR-5 | 94 | 35 | 106 | 97 | 90 | 66 | 112 | 96

[41] C#CCOc1cccc(Nc2ncnc3ccc(NC(=O)CCl)cc23)c1
[42] CC(=O)N1N=C(c2cccs2)CC1c1[nH]c(C)c(C(=O)NCC(F)(F)F)c1C (stereo not drawn)
[43] C1=C[C@H](c2c[nH]c3ccccc23)c2[nH]c3ccccc3c2[C@H]1c1c[nH]c2ccccc12
[44] CCOc1cc(CCNS(=O)(=O)c2ccc(C)cc2)c(C(C)=O)cc1OCC
[45] O=C1NC(=O)C2(CCCC2C(=O)O)N1 (stereo not drawn)
[46] COc1cccc(NC(=O)Nc2ccc(-c3ccc(OC)c(OC)c3)nc2C)c1
[47] CCOc1cccc2c(NC(C)CCCN(CC)CC)c(C)cnc12 (stereo not drawn)
[48] COc1cc(NCCC(C)=O)c([N+](=O)[O-])cc1OC
assay / compound | 41 | 42 | 43 | 44 | 45 | 46 | 47 | 48
SK-OV-3 | 20 | 111 | 102 | 97[100 µM] | 119 | 99 | 96 | 109
DU-145 | -1.7* | 103 | 98 | 76[100 µM] | 120 | 100 | 110 | 116
OVCAR-8 | -4.2* | 109 | 107 | 76[100 µM] | 100 | 102 | 103 | 100
OVCAR-4 | -34* | 103 | 98 | 85[100 µM] | 99 | 126 | 108 | 119
OVCAR-3 | -75* | 115 | 93 | 72[100 µM] | 120 | 102 | 110 | 106
NCI/ADR-RES | -1.5* | 107 | 98 | 66[100 µM] | 100 | 92 | 114 | 109
IGROV1 | -57* | 102 | 84 | 94[100 µM] | 131 | 112 | 102 | 116
OVCAR-5 | -70* | 102 | 101 | 101[100 µM] | 110 | 105 | 106 | 97

[49] CCOC(=O)C1=C(C)N=C2SC=C(c3ccc(F)cc3)N2[C@H]1c1cn(-c2ccccc2)nc1-c1ccc(Cl)cc1
[50] COc1ccc(C2C=C(c3ccc(N)cc3)N=C3SC=CN32)cc1 (stereo not drawn)
[51] CCN1C2=C(Sc3ssc(=S)c31)SC1c3cccn3CCN1C2=O (stereo not drawn)
[52] COc1ccc(-c2nc(N)nc(-c3nc(N)nc(-c4ccc(OC)cc4)c3-c3ccc(OC)cc3)c2-c2ccc(OC)cc2)cc1
[53] COc1c(N[C@H]2C=C[C@@H](CO)C2)c(=O)c1=O
[54] COc1cc(C(=O)CCc2ccc3c(c2)OCO3)cc(OC)c1OC
[55] O=C(O)CCCC1CCCc2ccccc21 (stereo not drawn)
[56] COc1ccc(C(c2c(O)c3cc(C)ccc3[nH]c2=O)c2c(O)c3cc(C)ccc3[nH]c2=O)cc1
assay / compound | 49 | 50 | 51 | 52 | 53 | 54 | 55 | 56
SK-OV-3 | 88 | 112 | 104 | 98 | 110 | 101 | 104 | 94
DU-145 | 104 | 30 | 115 | 92 | 117 | 126 | 102 | 103
OVCAR-8 | 92 | 72 | 96 | 91 | 95 | 106 | 103 | 101
OVCAR-4 | 102 | 82 | 100 | 79 | 109 | 100 | 110 | 95
OVCAR-3 | 114 | 79 | 105 | 92 | 105 | 98 | 103 | 102
NCI/ADR-RES | 105 | 85 | 108 | 85 | 107 | 99 | 98 | 105
IGROV1 | 97 | 79 | 69 | 82 | 93 | 97 | 92 | 85
OVCAR-5 | 92 | 119 | 118 | 89 | 100 | 104 | 94 | 92

[57] Nc1nc(-c2ccc(Cl)cc2)cc(-c2ccc(OCc3nc4ccccc4[nH]3)cc2)n1
[58] O=C1NC(=S)S/C1=C\c1ccc(Cl)cc1
[59] Nc1cc(Cc2ccccc2)ccc1O
[60] COc1ccc(-c2cc(-c3cc(OC)ccc3OC)nc(SCC(C)=O)c2C#N)cc1
[61] Cc1cccc2c1C[C@@]1(C2=O)C(c2ccc(C(C)(C)C)cc2)=NOS1=O (stereo partly drawn)
[62] CC(C)CCC(CC(C)C)=NCC(C)O (stereo not drawn)
[63] CCCCCOC(=O)c1cccc(NC(=O)CNCC)c1
assay / compound | 57 | 58 | 59 | 60 | 61 | 62 | 63
SK-OV-3 | 102 | 93 | 112 | 60 | 98 | 98 | 97
DU-145 | 96 | 95 | 108 | 74 | 103 | 104 | 114
OVCAR-8 | 94 | 99 | 104 | 81 | 89 | 104 | 100
OVCAR-4 | 100 | 81 | 100 | 70 | 86 | 112 | 105
OVCAR-3 | 95 | 83 | 93 | 66 | 92 | 103 | 113
NCI/ADR-RES | 88 | 89 | 100 | 52 | 86 | 105 | 96
IGROV1 | 99 | 94 | 103 | 84 | 65 | 103 | 101
OVCAR-5 | 102 | 88 | 110 | 84 | 112 | 108 | 103

Compound activity as filed in PubChem.
